ALOX12 inh – blocks human arachidonate 12S-lipoxygenase; purified 12hLO, xylenol orange hydroperoxide absorbance; Potency, µM (top dose mostly 108 µM), for inactives: at the top dose activity change, negative = inhibition, actives largely listed as inhibitors; hit rate 1.1% among 580,000; note: % is set by controls: 0 for no effect and ±100 for the full control effect
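Purified human 12hLO (150 nM final) in 25 mM Hepes, 0.01% Triton X-100, pH 7.0 was preincubated 15 min at room temperature with compound. Then 40 uM arachidonic acid was added, 30 min. Hydroperoxide was read by Fe-XO absorbance ratio 573/405 nm.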
JMJD2A Tudor inh – inhibitors of human JMJD2A Tudor domain | AlphaScreen JMJD2A-Tudor / H3K4me3 peptide binding | Potency, µM (highest dose often 114 µM), for inactives: top-dose activity change, negative = inhibition, hits mostly inhibitors | hit rate 4.4% among 390,000 | AID 504339; note: % is set by controls: 0 for no effect and ±100 for the full control effect; nearly all actives have a fitted effect of over 50% in size
GLS inh – blocks human kidney-isoform glutaminase activity | Potency, µM (doses to about 45.5 µM), without a hit: at the top dose activity change, negative = inhibition, usual class: inhibitors | GLS enzymatic activity, qHTS titration | AID 624170 | O94925 | hit rate 0.21% among 410,000; note: % is set by controls: 0 for no effect and ±100 for the full control effect
Target sequence (O94925 whole entry, looked up, canonical isoform): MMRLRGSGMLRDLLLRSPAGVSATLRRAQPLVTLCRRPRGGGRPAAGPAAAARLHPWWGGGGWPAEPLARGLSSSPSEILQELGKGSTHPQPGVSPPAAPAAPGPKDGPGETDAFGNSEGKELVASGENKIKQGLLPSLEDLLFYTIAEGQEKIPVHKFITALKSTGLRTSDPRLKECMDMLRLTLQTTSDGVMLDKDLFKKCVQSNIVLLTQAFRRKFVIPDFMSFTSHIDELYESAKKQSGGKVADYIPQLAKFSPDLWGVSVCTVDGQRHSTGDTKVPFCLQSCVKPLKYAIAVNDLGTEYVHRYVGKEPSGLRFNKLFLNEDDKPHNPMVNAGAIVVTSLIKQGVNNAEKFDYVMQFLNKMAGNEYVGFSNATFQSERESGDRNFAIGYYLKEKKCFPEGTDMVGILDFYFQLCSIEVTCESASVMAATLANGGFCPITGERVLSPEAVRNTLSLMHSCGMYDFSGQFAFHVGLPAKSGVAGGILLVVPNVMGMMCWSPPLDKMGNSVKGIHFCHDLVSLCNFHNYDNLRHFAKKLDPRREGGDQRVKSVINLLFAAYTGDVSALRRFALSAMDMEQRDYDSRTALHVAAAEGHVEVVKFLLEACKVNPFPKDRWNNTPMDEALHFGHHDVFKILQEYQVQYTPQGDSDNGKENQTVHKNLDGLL
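Human kidney-isoform GLS in 45 mM KH2PO4 pH 8.2, 0.02% Tween-20, with compound, started with 1mM L-Glutamine (added stock). Glutamate oxidase/HRP/Amplex red coupled fluorescence read at start and after 30 min at RT.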
Pin1 inh – blocks the human prolyl isomerase Pin1; Q13526; Pin1 FP peptide displacement, HiFluor488, 10 min; Potency, µM (titrated, usually from 115 µM), without a hit: at the top dose activity, negative = inhibition, actives largely listed as inhibitors; hit rate 0.009% among 390,000; AID 504891; active = well fitted inhibition curve with a large enough effect in the polarisation, with a control signal flat, not every such curve was filed as active; inconclusive = small, poorly fitted or top-dose-only effect, or effect the other way, or a change in a side signal; inactive = no such curve, though single readings can be large or run the other way; the % refers to the polarisation; note: % is set by controls: 0 for no effect and ±100 for the full control effect
HP1b chromo inh – inhibitors of HP1-beta chromodomain binding to methylated histone tails; P83916; AlphaScreen HP1-beta / biotin-H3K9me3 peptide binding; hit rate 0.56% among 390,000; Potency, µM (doses to about 114 µM), for inactives: at the top dose activity change, negative = inhibition, actives largely listed as inhibitors; note: nearly all actives have a fitted effect of over 70% in size; inactives centre near 23
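Compound inhibition of the preformed complex between 50 nM HP1-beta and 50 nM biotinylated H3K9me3 peptide was read by AlphaScreen. Buffer was PBS pH 7.4 with 0.01% Tween-20. Incubations ran 30 min at room temperature, with 10 ug/mL donor/acceptor beads.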
RGS4 inh – inhibitors of human regulator of G protein signaling 4. Transcreener GDP fluorescence polarization, RGS4-accelerated GTP hydrolysis. Potency, µM (top dose mostly 114 µM), for inactives: top-dose activity change, negative = inhibition, usual class: inhibitors. hit rate 0.039% among 390,000; note: % is set by controls: 0 for no effect and ±100 for the full control effect; nearly all actives have a fitted effect of over 75% in size; some results filed as inactive show a strong effect at the top dose
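MLSMR compounds (23 nl, pin-transferred) preincubated 10 min at room temperature with a 500nM (2x) first reagent, then RGS4 at 900nM (2x) plus Transcreener GDP mix added; fluorescence polarization (620/688 nm) read before and after 90 min at 30 °C.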
PGK inhibitor – blocks T. brucei phosphoglycerate kinase; Potency, µM (top dose mostly 57.5 µM), without a hit: at the top dose activity change, negative = inhibition, usual class: inhibitors; PGK/GAPDH coupled, Kinase-Glo luminescence, 60 min; hit rate 0.043% among 380,000; P07378; AID 602233; note: % is set by controls: 0 for no effect and ±100 for the full control effect; nearly all actives have a fitted effect of over 60% in size
Target sequence (P07378 whole entry, looked up): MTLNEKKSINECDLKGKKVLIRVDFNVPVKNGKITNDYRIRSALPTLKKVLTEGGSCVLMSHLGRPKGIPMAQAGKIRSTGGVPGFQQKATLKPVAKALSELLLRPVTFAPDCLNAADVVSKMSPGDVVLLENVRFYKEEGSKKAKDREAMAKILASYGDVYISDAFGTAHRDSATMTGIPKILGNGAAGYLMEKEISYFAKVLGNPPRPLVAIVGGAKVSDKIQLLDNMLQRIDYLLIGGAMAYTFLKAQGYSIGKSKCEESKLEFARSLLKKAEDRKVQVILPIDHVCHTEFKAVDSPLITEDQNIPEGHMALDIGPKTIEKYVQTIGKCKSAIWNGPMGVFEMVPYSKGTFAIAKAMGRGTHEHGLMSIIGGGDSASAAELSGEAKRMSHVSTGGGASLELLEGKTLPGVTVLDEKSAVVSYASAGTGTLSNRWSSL
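Recombinant glycosomal PGK reaction used 1,3-bisphosphoglycerate generated in-well by GAPDH (100nM final) in 100mM TEA pH 7.6, 5mM MgCl2, 0.01% Tween-20. After 60 minutes at room temperature, ATP was read by Kinase-Glo Plus luminescence end-point.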
ERG Ets-DNA blk – blocks human ERG Ets domain binding to DNA; P11308; fluorescence polarization, His-ERG Ets domain / labelled DNA; Potency, µM (titrated, usually from 76.9 µM), for inactives: top-dose FP activity, negative = inhibition, most hits filed as inhibitors; hit rate 0.028% among 370,000; AID 624246; active = well fitted inhibition curve with a large enough effect in the polarisation, with a control signal flat; inconclusive = small, poorly fitted or top-dose-only effect, or effect the other way, or a change in a side signal; inactive = no such curve, though single readings can be large or run the other way; the % refers to the polarisation;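 note: polarization taken with two DNA probes labelled with fluorescein and Texas red; % of control where 0% means no effect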
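His-tagged ERG Ets domain (1 uM in the protein solution; 300mM KCl, 50mM Tris-HCl, 1mM EDTA, 1mM DTT, pH 7.5) received compound, then a probe mix of 5 nM fluorescein-DNA and 100nM Texas-615-DNA. Fluorescence polarization was read for both dyes.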
TrxR1 inh – inhibitors of rat thioredoxin reductase 1; hit rate 1% among 390,000; Potency, µM (top dose mostly 114 µM), for the others: at the top dose activity change, negative = inhibition, usual class: inhibitors; O89049; recombinant rTrxR1, NADPH fluorescence consumption, selenite substrate; note: % is set by controls: 0 for no effect and ±100 for the full control effect; nearly all actives have a fitted effect of over 65% in size
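Rat TrxR1 (90 nM in the dispensed reagent) was pre-reduced with 400 uM NADPH for 5 min at room temperature, then incubated with compound for 15 min. After 400 uM selenite was added, NADPH fluorescence (Ex 340/Em 450 nm) was followed for 8 min.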
Numbers without * were called inactive; i = inactive; ? = inconclusive; · = not tested or not shown; [ ] = another dose, or the depositor's remark. Unless noted, calls come from the whole dose curve; as a rule, active = well fitted curve in the direction sought with a large enough effect; inconclusive = small, poorly fitted or top-dose-only effect, or another doubt; inactive = no such curve, though single readings can be large; an effect the other way counts as inactive or inconclusive. Potency is the fitted concentration of half-maximal effect. Only part of the results is shown. The share of hits here may be higher or lower than overall.

The first 2 compounds, to show the layout:
ALOX12 inh	JMJD2A Tudor inh	GLS inh	Pin1 inh	HP1b chromo inh	RGS4 inh	PGK inhibitor	ERG Ets-DNA blk	TrxR1 inh	molecule
·	-17.0%	8.0%	-3.4%	21.9%	9.7%	-8.3%	-2.6%	4.3%	CC1(C)C2CC[C@]3(C)C(CC=C4[C@@H]5C[C@@](C)(CO)[C@@H](O)C[C@]5(C(=O)O)CC[C@]43C)[C@@]2(C)CC[C@@H]1O (stereo partly specified)
-4.5%	-13.4%	-5.3%	-2.5%	57.7%[activator]	-5.0%[11.4 µM]	-6.2%	6.7%	26.4%	COC(=O)[C@@H](NC(=O)Nc1cccc(Br)c1)C(C)C

Results, repeating the preview:
ALOX12 inh	JMJD2A Tudor inh	GLS inh	Pin1 inh	HP1b chromo inh	RGS4 inh	PGK inhibitor	ERG Ets-DNA blk	TrxR1 inh	molecule
·	-17.0%	8.0%	-3.4%	21.9%	9.7%	-8.3%	-2.6%	4.3%	CC1(C)C2CC[C@]3(C)C(CC=C4[C@@H]5C[C@@](C)(CO)[C@@H](O)C[C@]5(C(=O)O)CC[C@]43C)[C@@]2(C)CC[C@@H]1O (stereo partly specified)
-4.5%	-13.4%	-5.3%	-2.5%	57.7%[activator]	-5.0%[11.4 µM]	-6.2%	6.7%	26.4%	COC(=O)[C@@H](NC(=O)Nc1cccc(Br)c1)C(C)C
3.8%	10.9%	9.8%	-18.3%	43.7%[activator]	22.3%	-3.8%	6.5%	35.4%	O=C(Nc1ccc(Oc2ccccc2)nc1)C1CCCCN1Cc1ccc(OCCO)cc1 (stereo unspecified)
-38.0%	-14.2%	-0.3%	-7.9%	3.0%	0.9%	-9.5%	2.8%	29.8%	Cc1ccc(Cl)cc1N1CCN(C(=O)Cn2ncc3c([nH]c4ccccc43)c2=O)CC1
-11.4%	0.8%	-3.0%	6.6%	28.5%	-0.4%	-3.6%	0.3%	13.6%[57.1 µM]	O=C(CSc1cccc[n+]1[O-])Nc1cccc(Oc2ccccc2)c1
-1.9%	6.1%	-4.2%	12.9%	10.5%	0.2%	-8.5%	-7.4%	17.3%	c1ccc(-c2cn3c(n2)CCC3)cc1
-28.5%	-21.3%	5.5%	14.0%	7.9%	?	0.2%	-3.6%	-11.9%	CC(CCc1ccco1)NC(=O)c1cc2c(-c3ccccc3F)nn(C)c2s1 (stereo unspecified)
-6.9%	-2.7%	0.1%	-4.4%	21.2%	-4.2%	-9.8%	-4.9%	-9.4%	Cc1ccc(NC(=O)N(C)c2ccccc2)cc1
0.0%	?	-12.7%	-14.5%	-5.2%	?	i	11.3%	?	Cn1c(SCC(=O)c2cc(Cl)c(Cl)s2)nnc1-c1ccco1
-12.3%	-13.7%	-9.1%	-6.8%	40.6%[activator]	-20.9%	-8.4%	1.0%	11.7%	CCN(C[C@H]1N[C@@](C)(C(=O)OC)[C@H]2C(=O)N(C)C(=O)[C@@H]12)S(=O)(=O)c1ccc(OC)cc1
8.1%	3.8%	-2.1%	-1.0%	31.4%	-24.3%	i	-0.4%	0.0%	COc1ccccc1NC(=O)CN1C(=O)COc2ccc(S(=O)(=O)N3CCOCC3)cc21
-15.6%	174.2%[activator]	0.0%	?	187.8%[activator]	20.7%	-5.2%	0.7%	10.8%[57.1 µM]	O=C(Cc1ccc(Br)cc1)Nc1ccccc1Sc1ccccc1
17.3%	?	?	-5.4%	-8.8%	-12.6%	-5.2%	0.6%	-4.3%[57.1 µM]	O=C(NNc1cc(N2CCCC2)nc(N2CCCC2)n1)c1ccc([N+](=O)[O-])cc1
-4.0%	9.9%	-2.8%	-0.8%	27.8%	3.1%	11.2%	67.6%[activator]	0.9%	O=C(COC(=O)c1ccco1)NCc1ccc2c(c1)OCO2
-30.1%	-10.7%	-2.7%	13.3%	25.6%	7.2%	-6.4%	-12.4%	18.2%[57.1 µM]	Cc1ccccc1Cn1c(=O)n(CCC(=O)NCc2ccc3c(c2)OCO3)c(=O)c2ccccc21
7.8%	0.3%	-6.5%	-1.1%	22.6%	0.2%	-14.5%	8.0%	18.5%[57.1 µM]	N/C(=N\OC(=O)c1ccc2c(c1)OCO2)c1cccc(Br)c1
0.0%	-1.4%	3.5%	0.0%	34.5%[activator]	-8.9%	-3.3%	0.2%	17.6%[57.1 µM]	O=C(CN1CCN(Cc2ccccc2Cl)CC1)N/N=C/c1ccco1
11.3%	-0.7%	-1.0%	-5.8%	-1.2%	-16.0%	-4.6%	-5.3%	56.5%[activator]	O=C(CSCc1ccc(Cl)cc1)Nc1ccc(-c2nnc(-c3ccccc3)o2)cc1
-81.1%	4.3%	-9.5%	-1.8%	16.4%	10.0%	-2.7%	42.3%[activator]	8.5%	COc1ccc(NC(=O)n2ncc3cc(Cl)ccc32)cc1OC
-17.5%	-12.6%	3.0%	13.8%	9.3%	15.8%	-7.4%	3.7%	-1.9%	CCOc1ccc(/C=N/NC(=O)COc2ccccc2-c2ccccc2)cc1
3.0%	-12.1%	-2.2%	-13.4%	10.1%	-7.2%	i	-1.9%	-10.9%	O=C(NCCCN1CCOCC1)c1ccc2c(=O)n(CCc3ccccc3)c(=O)[nH]c2c1
-4.7%	-12.3%	-8.7%	0.1%	23.2%	-8.4%	i	-10.0%	5.4%	CCN(CC)S(=O)(=O)c1ccc2[nH]c(=O)c3ccccc3c2c1
-2.0%	46.9%[activator]	5.7%	1.9%	98.1%[activator]	-4.0%	1.5%	-4.3%	4.8%	Clc1ccccc1-c1nnc(COc2ccccc2)o1
-13.1%	?	10.6%	1.5%	3.8%[57 µM]	-7.7%	6.5%	0.4%	14.9%[57.1 µM]	CCc1ccc(CNC(=O)CN2CCSc3ccccc32)cc1
13.0%	-5.7%	8.3%	5.1%	33.6%	0.5%	6.5%	0.8%	6.8%	COCC1CCCC1OS(N)(=O)=O (stereo unspecified)
-16.3%	-4.8%	8.8%	0.6%	18.3%	-8.4%	-3.2%	-9.5%	10.7%	O=C(COC(=O)/C=C/c1c(F)cccc1Cl)NCC1CCCO1 (stereo unspecified)
-6.3%	-7.5%	-0.9%	-6.9%	13.8%	-8.9%	-1.9%	-11.4%	-1.4%	O=C(CN1C(=O)NC2(CCCC2)C1=O)Nc1cc(Cl)ccc1N1CCOCC1
2.8%	-16.7%	0.6%	-4.2%	27.6%	-6.3%	-6.1%	5.3%	-2.0%	O=C(NCCN=C1NS(=O)(=O)c2ccccc21)c1ccncc1
-0.8%	-12.0%	5.3%	-1.6%	22.9%	-5.1%	0.2%	9.0%	13.8%	CC(=O)c1c(C)[nH]c(C(=O)CSc2ccc(F)cc2)c1C
-0.1%	?	16.9%	-2.7%	-14.8%[57 µM]	15.7%	i	9.5%	16.4%	Cc1ccc(S(=O)(=O)NCC(c2ccccc2)N2CCN(c3ccc(F)cc3)CC2)cc1 (stereo unspecified)
-50.8%	-15.3%	-4.3%	1.8%	14.1%	-6.9%	·	-3.4%	12.3%	OC(COc1ccc(Cl)cc1)CN1CCCCC1 (stereo unspecified)
-5.1%	-5.3%	-9.5%	6.7%	23.7%	-11.1%	-3.1%	-2.4%	-6.6%	O=C(NC1CCCC1)c1ccc(Br)o1
0.2%	6.9%	-23.5%	-1.9%	38.6%	-0.4%	-1.8%	3.3%	5.4%	CCc1nn(CC(=O)N2CCN(c3cccc(C)c3C)CC2)c(=O)c2cc3sccc3n12
-17.9%	-3.4%	-3.0%	9.0%	23.6%	-19.4%	-1.7%	-20.4%	19.9%[57.1 µM]	Cn1c(N)c(C(=O)COC(=O)c2ccc3ccccc3c2)c(=O)n(C)c1=O
-11.5%	-19.6%	-6.1%	-6.0%	98.6%[activator]	5.3%	-3.3%	2.8%	?	Oc1ccc(Cl)cc1C1=Nc2ccccc2N=C(c2ccccc2)C1
3.1%	-7.8%	4.6%	2.2%	29.3%	-24.7%	i	-5.7%	-5.5%[57.1 µM]	Cc1cnc(NC(=O)c2cc3c(s2)CCCC3)s1
?	-18.6%	-11.3%	1.5%	17.6%	0.3%	·	·	32.7%	CC(=O)c1cccc(NC(=O)c2cc(-c3ccc(C)cc3)on2)c1
-17.6%	-12.1%	9.2%	-4.0%	26.8%	16.3%	5.3%	1.4%	-4.0%	COc1ccc(S(=O)(=O)Nc2ccc3c(c2)C(=O)N([C@H](C)CO)C[C@H](C)[C@@H](CN(C)S(=O)(=O)c2c(C)noc2C)O3)cc1
?	?	?	-3.4%	-19.2%[57 µM]	?	-4.9%	-3.5%	-11.4%	COc1ccccc1/C=C1/C(=O)N(c2ccccc2)N=C1C
-2.3%	-8.6%	-4.0%	0.5%	20.2%	-5.8%	-5.8%	1.2%	14.6%[0.457 µM]	Cc1ccc(NC(=O)c2ccc(CSc3nnc(C)s3)cc2)c(C)c1
?	3.98µM*	1.3%	-3.3%	?	4.0%	-4.0%	2.0%	21.3%[57.1 µM]	CC1CCN(CCCOc2ccc(Br)cc2Cl)CC1
20.3%	-5.4%	3.8%	7.7%	6.5%	31.7%	2.7%	0.9%	22.0%	CN1CCN(S(=O)(=O)c2ccc(NC(=O)c3ccc(F)cc3Cl)cc2)CC1
·	-24.2%	2.2%	15.4%	-3.7%	-25.7%	14.5%	3.2%	9.3%[57.1 µM]	CC(C)(C)c1ccc(Cn2c(=N)n(CC(O)c3ccco3)c3ccccc32)cc1 (stereo unspecified)
?	-6.1%	-6.5%	-3.4%	45.5%[activator]	-15.1%	i	10.1%	19.5%	O=C(Nc1ccccc1C(=O)NCCCN1CCOCC1)c1ccc(F)cc1F

High-throughput results: PubChem BioAssay, National Center for Advancing Translational Sciences (NCATS)
